EPAC1 agonist: qHTS for Agonist of cAMP-regulated guanine nucleotide exchange factor 3 (EPAC1): primary screen. 0.073% of 360,000 active. Rap guanine nucleotide exchange factor 3 (Homo sapiens), O95398. EPAC1 agonist qHTS, biochemical assay; response scale: 100% = response to 6.5 mM cAMP. Potency, µM (doses to about 154 µM), for the others: at the highest dose activation, most hits filed as activators; further: nearly all actives have a fitted effect of over 60% in size
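Nucleotide exchange by EPAC1 (100 nM) on Rap1B–BODIPY-GDP (250 nM) in the presence of 50 uM GDP is tracked fluorescently at 480/540 nm over 30 min. Signals are normalized to a 6.5 mM cAMP control.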
aSyn rescue: qHTS of alpha-syn Inhibitors; Yeast expressing alpha-synuclein, growth rescue, BacTiter-Glo, 24 h; Potency, µM (series often up to 46.1 µM), inactives show at the top dose growth rescue (activation), most hits filed as activators; 0.14% of 370,000 active; further: % of control where 0% means no effect; nearly all actives have a fitted effect of over 65% in size
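Screening used galactose-induced yeast with toxic alpha-synuclein levels, exposed to compound for 24 hr at 30 deg C. Cell growth, read with BacTiter-Glo luminescence, gave the measured signal.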
EPAC1 antag: qHTS for Antagonist of cAMP-regulated guanine nucleotide exchange factor 3 (EPAC1): primary screen; EPAC1 GEF assay, Rap1b-BODIPY-GDP exchange fluorescence; Rap guanine nucleotide exchange factor 3 (Homo sapiens), O95398; 0.14% of 360,000 active; Potency, µM (doses to about 115 µM), for inactives: at the top dose activity change, negative = inhibition, actives largely listed as inhibitors;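 further: plate controls were vehicle for no effect and positive control for full effect; nearly all actives have a fitted effect of over 50% in size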
PTHR1 agonist: qHTS for PTHR1 Agonists: Primary Screen; HEK293 GP2 PTHR1 cells, GloSensor cAMP luminescence, 1 h; Potency, µM (top dose mostly 115 µM), for inactives: top-dose activation, hits mostly activators; 0.075% of 410,000 active; Parathyroid hormone/parathyroid hormone-related peptide receptor (Homo sapiens), Q03431; further: nearly all actives have a fitted effect of over 55% in size; some results filed as inactive show a strong effect at the top dose; inactives centre near -15; many of its hits are not listed in these tables
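HEK-293-derived GP2 cells expressing PTHR1 and a GloSensor cAMP reporter, 3,000/well, plated overnight, given luciferin plus IBMX (each 0.5 mM as added) for 1 h at 37 °C, then compound for 1 h at 37 °C. Luminescence was read after 15 min at room temperature.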
EPAC2 antagonist: qHTS for Antagonist of cAMP-regulated guanine nucleotide exchange factor 2 (EPAC2): primary screen; Potency, µM (top dose mostly 114 µM), for inactives: at the highest dose activity, negative = inhibition, most hits filed as inhibitors; Rap guanine nucleotide exchange factor 4 (Homo sapiens), Q8WZA2; EPAC2 GEF exchange of Rap1B-BODIPY-GDP, fluorescence; AID 720708, 2013; 0.18% of 360,000 active; further: on the % scale 0 is the no-effect control and ±100 the full control effect; nearly all actives have a fitted effect of over 45% in size; many of its hits are not listed in these tables
Target sequence (Q8WZA2 whole entry, looked up): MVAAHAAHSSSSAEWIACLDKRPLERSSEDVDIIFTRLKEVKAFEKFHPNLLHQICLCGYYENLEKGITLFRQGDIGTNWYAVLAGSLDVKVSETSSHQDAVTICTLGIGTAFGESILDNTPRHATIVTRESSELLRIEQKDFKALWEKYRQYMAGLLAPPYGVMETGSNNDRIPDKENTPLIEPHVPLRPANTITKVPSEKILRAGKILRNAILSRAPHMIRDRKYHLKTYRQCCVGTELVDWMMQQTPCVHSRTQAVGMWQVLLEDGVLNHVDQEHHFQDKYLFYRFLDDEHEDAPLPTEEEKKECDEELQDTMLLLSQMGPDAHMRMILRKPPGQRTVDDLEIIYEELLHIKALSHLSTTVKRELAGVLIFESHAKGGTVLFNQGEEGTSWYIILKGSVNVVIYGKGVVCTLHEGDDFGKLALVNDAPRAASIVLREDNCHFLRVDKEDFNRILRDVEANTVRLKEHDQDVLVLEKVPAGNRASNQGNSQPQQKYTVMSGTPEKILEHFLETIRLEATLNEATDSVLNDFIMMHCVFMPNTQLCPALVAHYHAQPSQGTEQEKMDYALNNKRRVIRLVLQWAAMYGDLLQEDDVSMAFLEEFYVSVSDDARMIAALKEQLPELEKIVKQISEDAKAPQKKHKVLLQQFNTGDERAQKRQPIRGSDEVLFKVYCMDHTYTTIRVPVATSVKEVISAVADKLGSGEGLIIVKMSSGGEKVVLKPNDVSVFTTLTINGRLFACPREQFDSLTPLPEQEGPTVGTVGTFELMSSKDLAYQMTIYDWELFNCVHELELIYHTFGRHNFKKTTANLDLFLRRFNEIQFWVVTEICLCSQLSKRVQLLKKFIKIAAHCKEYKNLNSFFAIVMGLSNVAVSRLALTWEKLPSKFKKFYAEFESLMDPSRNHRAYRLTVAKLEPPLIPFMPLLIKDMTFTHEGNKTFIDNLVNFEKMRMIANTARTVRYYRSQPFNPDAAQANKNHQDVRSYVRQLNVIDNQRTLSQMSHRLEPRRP
FUS suppressor: qHTS for Suppressors of FUS Proteinopathy: Primary screen using FUS-linked yeast assay. S. cerevisiae FUS-expressing, growth rescue, OD600, 24 h. Potency, µM (series often up to 76.6 µM), for the others: at the highest dose growth rescue (activation), most hits filed as activators. 0.24% of 390,000 active. AID 1347120, 2019;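 further: plate controls were DMSO vehicle for no effect and reference control for full effect; nearly all actives have a fitted effect of over 55% in size; some results filed as inactive show a strong effect at the top dose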
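S. cerevisiae expressing FUS from galactose induction served as the toxicity model. Growth after 24hr at 30C, read as absorbance at 600 nm, indicates suppression of toxicity; compounds dosed at several concentrations.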
TDP43 rescue: qHTS of TDP-43 Inhibitors; 1.8% of 410,000 active; TDP-43 expressing yeast growth rescue, BacTiter-Glo, 24 h; Potency, µM (series often up to 46.1 µM), for inactives: at the top dose growth rescue (activation), actives largely listed as activators; further: % of control where 0% means no effect; nearly all actives have a fitted effect of over 50% in size
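In this qHTS, compounds that restore growth of yeast expressing TDP-43 appear as activators. Cells (OD600=0.02, galactose medium, raffinose-pregrown) are incubated with compound 24 hr at 30 deg C and growth is quantified by BacTiter-Glo.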
EPAC2 agonist: qHTS for Agonist of cAMP-regulated guanine nucleotide exchange factor 4 (EPAC2): primary screen | AID 720711, 2013 | Rap guanine nucleotide exchange factor 4 (Homo sapiens), Q8WZA2 | EPAC2 activation, biochemical qHTS; response scale: 100% = 6.5 mM cAMP response | Potency, µM (titrated, usually from 154 µM), without a hit: at the highest dose activation, hits mostly activators | 0.079% of 360,000 active; further: nearly all actives have a fitted effect of over 50% in size
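Readout is BODIPY fluorescence (480 nm excitation, 540 nm emission), which falls as labeled GDP is exchanged off Rap1B. EPAC2 at 100 nM acted on 250 nM RAP1B-BODIPY-GDP with 50 uM GDP present.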
The depositor's hits bear a star; i = inactive; ? = inconclusive; nt = no result given; & = joins results of further samples; [ ] = dose if it differs, or a comment. The call rests on the fitted dose curve; in most records, active means well fitted curve in the direction sought with a large enough effect; inconclusive means small, poorly fitted or top-dose-only effect, or another doubt; inactive means no such curve, though single readings can be large; an effect the other way counts as inactive or inconclusive. Potency means the concentration at half of the fitted maximal effect.

SMILES	EPAC1 agonist	aSyn rescue	EPAC1 antag	PTHR1 agonist	EPAC2 antagonist	FUS suppressor	TDP43 rescue	EPAC2 agonist
CC(=O)Nc1ccc(S(=O)(=O)NCCS(=O)(=O)N2CCN(c3ccccc3F)CC2)cc1	5.1%	2.2%	?	-17.6%&-16.3%	2.3%	-11.4%&-5.9%	-16.7%&12.9%	-8.8%
Cc1nccn1CC(O)COc1ccccc1 (centres undefined)	-4.8%	1.1%	2.8%	i	11.4%	-4.7%	-2.1%	-2.0%
COc1cccc(NC(=O)CSc2nccn2-c2cccc(OC)c2)c1	6.5%	5.6%	-24.2%	-25.0%[57.5 µM]	-1.7%	-3.0%	18.2%	6.6%
CCCCc1cc(=O)oc2c(C)c(OCC(=O)N3CCC(C(=O)O)(c4ccccc4)CC3)ccc12	-6.3%	-9.6%	-10.2%	-42.6%[inhibitor]	-18.5%	28.2µM*	11.7%	2.6%
CC(=O)c1cccc(NC(=O)c2ccc(N(Cc3ccc(C)cc3)S(C)(=O)=O)cc2)c1	16.3%	-1.0%	-14.7%	i	-17.1%	19.1%	-7.0%	9.8%
CCOC(=O)C1=C(C)NC(=O)NC1c1c(OCC(=O)N2CCCCC2)ccc2ccccc12 (centres undefined)	3.5%	-11.0%	-8.5%	-0.2%	11.4%	39.2%	1.1%	-3.5%
O=C(COC(=O)c1ccco1)NC1CCCc2ccccc21 (centres undefined)	8.2%	1.9%	-5.7%	i	8.4%	-4.7%	?	4.0%
O=C(NCc1ccccn1)C1CCN(S(=O)(=O)c2cc(Cl)ccc2Cl)CC1	-3.3%	8.1%	-2.0%	-5.7%	6.9%	7.8%	-2.9%	-5.4%
CC1CCCC(C)N1CC(O)COCC1COc2ccccc2O1 (centres undefined)	-6.4%	-3.0%	5.4%	-2.5%	2.0%	-38.1%	10.0%	-16.5%
CCOc1ccc(C(=O)NC(=S)Nc2ccc(NC(=O)c3ccco3)cc2)cc1[N+](=O)[O-]	0.6%	-14.4%	9.0%	-23.0%	14.0%	-9.0%	-1.7%	-1.7%
COc1ccc(-n2c(SCC(=O)Nc3ccccc3)nnc2-c2ccc(NS(=O)(=O)c3ccc(C)cc3)cc2)cc1	0.5%	6.9%	24.5%	-7.5%[57.5 µM]	22.3%	33.1%	-5.3%	0.6%
COCCn1c(-c2ccccc2)c(C)n2c3c(=O)n(C)c(=O)n(C)c3nc12	nt	1.8%	nt	-30.9%	nt	-8.6%	28.0%	nt
Cc1cccc(NS(=O)(=O)c2cc(C(=O)NCCC3=CCCCC3)ccc2Cl)c1	19.6%	2.5%	-11.5%	-19.8%[57.5 µM]	-5.1%	34.4%	-20.9%	2.0%
O=c1cc(N2CCCCC2)c(-c2ccccc2)nn1Cc1ccc(Cl)cc1Cl	12.0%	-2.6%	?	i	-2.8%	32.2%	6.9%	5.8%
O=C(Nc1ccc(Br)cc1Cl)Nn1cnnc1	-0.2%	-3.2%	5.2%	i	11.7%	10.1%	2.2%	4.5%
CCOC(=O)C1CCN(C(=O)c2cc3c(ccc4ccccc43)o2)CC1	5.7%	8.6%	-11.0%	-34.3%	-11.8%	37.3%	?	6.1%
COc1ccc(C(=O)Oc2cc(N)n(S(=O)(=O)c3ccccc3)n2)cc1	-7.6%	1.4%	-7.3%	i	2.4%[57.1 µM]	-13.9%	-2.5%	-10.9%
ClC1(CNc2ccccc2)CCN(Cc2ccccc2)CC1	-1.1%	4.6%	-1.0%	i	-5.9%	23.6%	-10.3%	12.8%
COc1ccc(CCNC2=C(Cl)C(=O)N(CCc3ccc(OC)c(OC)c3)C2=O)cc1OC	-0.3%	19.7%	-3.5%	-27.4%[57.5 µM]	4.9%	-8.4%	6.3%	-8.0%
Cc1nnc(SCC(=O)c2c[nH]c3ccccc23)n1C1CC1	5.3%	-1.7%	2.9%	-15.2%	2.5%	-0.9%	4.3%	4.8%
COc1ccc(C2Nc3ccccc3C(=O)N2c2ccc(Cl)cc2)cc1Cn1cc([N+](=O)[O-])cn1 (centres undefined)	9.4%	-4.1%	2.0%	-9.7%	1.9%	36.3%	24.4%	17.9%
COc1ccc(CC(=O)N2CCc3cc(OC)c(OC)cc3C2O)cc1OC (centres undefined)	6.2%	0.4%	5.8%	i	-5.7%	-8.6%	5.5%	1.5%
CC(C)N1C(=O)NC2(c3ccccc3)N(C)C(=O)N(C)C12c1ccccc1 (centres undefined)	5.9%	0.8%	8.2%	-20.7%	-4.1%	nt	-6.1%	10.4%
O=C(COC(=O)C1=COCCO1)Nc1cccc(S(=O)(=O)N2CCOCC2)c1	2.1%	6.2%	21.4%	i	17.1%	nt	19.1%	4.7%
O=[N+]([O-])c1cc(S(=O)(=O)O)cc([N+](=O)[O-])c1NN(c1ccccc1)c1ccccc1	10.4%	0.0%	-11.6%	-2.1%	-8.8%	13.2%	-4.9%	-3.1%
CC(OC(=O)c1ccc2c(c1)NC(=O)CS2)C(=O)c1ccc(F)cc1 (centres undefined)	-1.0%	-9.8%	?	-27.4%	?	1.1%	11.4%	12.0%
COc1ccccc1OCCn1c(SCC(=O)O)nc2ccccc21	-0.4%	6.9%	-8.8%	i	10.4%	-17.0%	5.7%	7.5%
Cn1c(=O)c2c(SCC(N)=O)nc(CC(C)(C)C)nc2n(C)c1=O	-22.2%	-3.7%	44.8%[activator]	-41.2%[inhibitor]	9.9%	2.4%	0.7%	1.4%
CCn1c(N)c(C(=O)NCC2CCCO2)sc1=S (centres undefined)	-3.3%	-31.1%[inhibitor]	6.6%	-11.8%[57.5 µM]	13.7%	-15.4%	-2.5%	1.0%
O=C1NC(c2ccc(O)cc2)Nc2ccccc21 (centres undefined)	9.4%	-2.9%	-4.2%	-10.0%	-5.7%	5.3%	-12.0%	13.6%

Reprinted at random: 5 entries already listed
SMILES	EPAC1 agonist	aSyn rescue	EPAC1 antag	PTHR1 agonist	EPAC2 antagonist	FUS suppressor	TDP43 rescue	EPAC2 agonist
O=[N+]([O-])c1cc(S(=O)(=O)O)cc([N+](=O)[O-])c1NN(c1ccccc1)c1ccccc1	10.4%	0.0%	-11.6%	-2.1%	-8.8%	13.2%	-4.9%	-3.1%
O=C(COC(=O)C1=COCCO1)Nc1cccc(S(=O)(=O)N2CCOCC2)c1	2.1%	6.2%	21.4%	i	17.1%	nt	19.1%	4.7%
Cn1c(=O)c2c(SCC(N)=O)nc(CC(C)(C)C)nc2n(C)c1=O	-22.2%	-3.7%	44.8%[activator]	-41.2%[inhibitor]	9.9%	2.4%	0.7%	1.4%
Cc1nnc(SCC(=O)c2c[nH]c3ccccc23)n1C1CC1	5.3%	-1.7%	2.9%	-15.2%	2.5%	-0.9%	4.3%	4.8%
CC(OC(=O)c1ccc2c(c1)NC(=O)CS2)C(=O)c1ccc(F)cc1 (centres undefined)	-1.0%	-9.8%	?	-27.4%	?	1.1%	11.4%	12.0%

Going on with the list:
SMILES	EPAC1 agonist	aSyn rescue	EPAC1 antag	PTHR1 agonist	EPAC2 antagonist	FUS suppressor	TDP43 rescue	EPAC2 agonist
COc1ccc(S(=O)(=O)N2CCCC2C(=O)NCc2ccccc2Cl)cc1 (centres undefined)	7.9%	8.0%	-26.9%	-15.6%	-11.6%	1.1%	27.3%[9.22 µM]	7.1%
Cc1c(C(=O)N2CCc3ccccc3C2)oc2ccc(Br)cc12	14.3%	-10.6%	6.1%	-2.2%	-8.3%	23.4%	-17.6%	10.0%
CC(C)(C)c1cc(CN2CCC(O)CC2)cc(C(C)(C)C)c1O	4.0%	-7.6%	0.0%	-29.7%	4.5%	-2.8%	-0.5%	-7.4%
COC(=O)c1sc(S(=O)(=O)N2CCN(c3ccccc3F)CC2)c(C(=O)OC)c1C	6.2%	11.8%	-6.3%	-22.6%	-4.5%	40.7%	-18.5%	7.8%
CCCCCCC1CCC(C(=O)NC(CCSC)C(=O)NC(C(=O)OC)C(C)C)CC1 (centres undefined)	3.6%	9.1%	-13.5%	-1.1%[57.5 µM]	0.2%	30.1%	24.5%	-7.7%
CN(C)c1ccc(C=C2C(=O)OC3(CCCC3)OC2=O)cc1	3.0%	-9.0%	-1.2%	i	1.6%	5.2%	-15.3%	11.6%
O=C(Nc1cccc(C(F)(F)F)c1)C1Cc2c(-c3cccc(F)c3)ccnc2O1 (centres undefined)	-9.4%	?	-25.6%	-23.2%	-1.1%	?	25.1µM*	-1.3%
CC(C)(C)N(Cc1ccccc1)C(=O)COC(=O)c1ccc(N2CCCC2=O)cc1	-2.3%	-2.2%	-6.8%	i	2.1%	5.0%	-4.3%	-7.4%
CCCCCC(=O)Nc1ccc2oc(-c3cccnc3)nc2c1	3.7%	-3.0%	3.6%	-21.3%	1.1%	24.4%	23.5%	3.0%
O=[N+]([O-])c1nn(-c2ccc3c(c2)OCCO3)n(O)c1=Nc1ccccc1	-1.9%	-15.7%	0.4%	-17.4%	2.8%	5.8%	11.2µM*	3.6%
CN(C)Cc1ccc(CNC(=O)c2ccc(Cl)c(S(=O)(=O)NC3CC3)c2)cc1	-0.6%	0.0%	-2.4%	i	-0.5%	nt	32.5%	6.0%
CC(OC(=O)CNC(=O)c1ccc2c(c1)OCO2)C(=O)NCCC1=CCCCC1 (centres undefined)	-2.7%	3.7%	-0.2%	-7.1%[57.5 µM]	7.4%	-11.2%	17.2%	5.2%
CCN/C=C(\C#N)S(=O)(=O)c1ccc(Br)cc1	1.2%	12.4%	1.7%	i	11.1%	6.0%	-19.5%	10.7%
COc1cccc(C(=O)N(Cc2ccc3c(c2)OCO3)Cc2nc3ccccc3c(=O)[nH]2)c1	-1.0%	-0.4%	-11.3%	-37.9%[inhibitor]	-7.3%	14.3%	0.0%	-3.7%

Assay outcomes as filed in PubChem.

These rows are one share of the data; rates above refer to the full screens.
